Compound activity deposited in PubChem BioAssay by several laboratories.
Yfh1-off respiration = mitochondrial function rescue without frataxin homolog – Friedreich's ataxia, plus single-dose screen, dose response (AID 1465); S. cerevisiae Yfh1-off respiration, WST-1 reduction, 72 h; higher fold induction means a stronger effect; fold induction at 50 µM, or EC50 in µM where a hit was titrated; 220,000 tested, 0.074% active;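 active = fold induction of absorbance versus untreated yeast above a set limit, then at least 30% activation at any dose in follow-up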;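 also: activators that raise dye reduction in frataxin-depleted yeast; strong numbers were not always called active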
Dynein transport = blocks dynein driven cargo transport along microtubules; 3617.4 mouse cells, GR-EGFP nuclear translocation imaging; test concentration mostly 20 µM; stimulated with dexamethasone, 1 µM; hits give low values; z-score, hits read low; 220,000 tested, 0.47% active; AID 1381;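 active = plate z-score of nuclear minus cytoplasmic receptor signal below a set negative limit, without overly bright fluorescence or cell loss, cut at about -3.5 in these data, passing the limit was not always enough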;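 also: z-score of nuclear minus cytoplasmic ring GR-EGFP intensity difference per well; some compounds called inactive have numbers as strong as hits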
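Buffer or medium: tetracycline-free induction medium containing charcoal-stripped FBS / Reagent: dexamethasone agonist, 1.0 µM final, for 30 min / Technique: automated 10x imaging of fixed Hoechst-stained cells / Times: induction 48 h, compound 1 h, agonist 30 min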
P. falciparum M17LAP = P. falciparum M17LAP inhibitors, primary screen, biochemical, fluorogenic H-Leu-NHMec substrate, 1536-well (AID 1619) | recombinant M17LAP, H-Leu-NHMec fluorogenic kinetic assay; higher % means a stronger effect | inhibition, % at 30 µM, or IC50 in µM where a hit was titrated | 220,000 tested, 0.38% active;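 active = compound inhibiting the enzyme by more than half at any dose during confirmatory dose-response retesting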;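 also: plate controls were full reaction with DMSO carrier for no effect and no enzyme background for full effect; strong numbers were not always called active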
WT yeast gro inh = growth inhibition of WT yeast, mitochondrial fusion screen | AID 1362 | inhibition, % at 10 µM | 190,000 tested, 2.1% active | mitochondrial fusion phenotypic screen, WT strain; in the data active = inhibition above about 58%; tested in S. cerevisiae
P. falciparum M1AAP = P. falciparum M1AAP inhibitors, biochemical, fluorogenic H-Leu-NHMec substrate, 1536-well (AID 1445); 220,000 tested, 0.42% active; one-dose inhibition, % at 30 µM; IC50 in µM for titrated hits; recombinant M1AAP, H-Leu-NHMec fluorogenic kinetic assay; higher % means a stronger effect;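 active = primary inhibition above the hit cutoff, then over 50% inhibition at one or more dose response concentrations, cut at about 23% in these data, passing the limit was not always enough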;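 also: plate controls were DMSO full reaction for no effect and no enzyme background for full effect; strong numbers were not always called active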
MT stabilize HCS = stabilizes microtubules in HeLa cells | AID 2205 | % tubulin-high responders, % at 10 µM | HeLa tubulin immunostaining HCS, 24 h; share of cells brighter than vehicle mean+2SD | 200,000 tested, 0.83% active;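 active = plate Z-score above 3 for both tubulin-high and condensed-nucleus cell shares, with cell loss under 80%, at 10 µM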;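 also: anti alpha tubulin signal scored within the nucleus-defined area of each cell; some results filed as inactive read as strong as hits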
T cell modulator = T cell immune modulation candidate. 2C CD8+ T cell-vesicle binding, flow cytometry; hits give low values. calls only at 7 µM. 330,000 tested, 0.068% active. AID 2052;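 active = response, share of CD8 T cells binding vesicles, and their 90th percentile fluorescence all below set limits, cut at about 80% in these data, passing the limit was not always enough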
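Benchmarks: naked versus QL9-loaded vesicles / Assay system: purified 2C TCR transgenic mouse naive CD8+ T cells / Technique: high-throughput flow cytometry with anti-B7-1 and anti-CD8 staining / Timing: Cell–vesicle co-incubation 1.5 h at 37 °C, staining 20 min on ice / Read-out: percent CD8+ FL2 mean versus row control / Probe or stimulus: QL9-loaded Drosophila micro-vesicles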
Autophagy HCS = alters autophagy in cells. calls only at 10 µM (by protocol). MEF GFP-LC3 puncta imaging; test concentration mostly 10 µM. 190,000 tested, 0.98% active;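 active = percentage of spot-positive cells more than 3 SD above its plate mean, without a fluorescence outlier flag or 80% toxicity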;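 also: spot-positive cell cutoff set from DMSO-treated cells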
b-catenin transl = alters nuclear translocation of beta-catenin in HeLa cells; nuclear translocation activity, % at 5 µM; 190,000 tested, 0.3% active; immunofluorescence imaging; AID 1665;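 active = nuclear translocation activity above 50% at 5 µM, with a well cell count of 50 or more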;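 also: per-cell ratio of nuclear to cytoplasmic median beta-catenin stain intensity; plate controls were DMSO negative control for no effect and GSK-3 inhibitor IX positive control for full effect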
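Signal – beta-catenin immunofluorescence imaging with DAPI · Test system – human HeLa cell line · Dosing – 5 µM primary single dose, 0.1% DMSO, 0.02–20 µM confirmation series · Measure – % activation, nuclear-to-cytoplasmic median beta-catenin signal ratio per cell · Incubation – 24 h compound exposure at 37°C, 5% CO2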
WT yeast gro inh mutant strain = second read-out of WT yeast gro inh, no call of its own (marks repeat the call); inhibition, %; mitochondrial fusion phenotypic screen, mutant strain inhibition
Dynein transport cytoplasmic EGFP = further read-out of Dynein transport, marked with its call; z-score; measured here: cytoplasmic GR-EGFP intensity; hits give high values
Dynein transport nuclear GR-EGFP = further read-out of Dynein transport, marked with its call; z-score; measured here: nuclear GR-EGFP intensity;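 lower value marks the stronger effect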
Dynein transport cell count = second read-out of Dynein transport, no call of its own (marks repeat the call); z-score; measured here: cell count per field
b-catenin transl cell count 5 µM = further read-out of b-catenin transl, marked with its call; cell count; measured here: cell count, cytotoxicity flag
T cell modulator vesicle-bound % = second read-out of T cell modulator, no call of its own (marks repeat the call); double positive events, %; measured here: CD8+ vesicle-bound cell fraction;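 binding gate set so that unloaded-vesicle control wells show 10% double positive cells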
MT stabilize HCS Hoechst-high % = second read-out of MT stabilize HCS, no call of its own (marks repeat the call); % Hoechst-high responders; measured here: nuclear condensation Hoechst responders;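 share of cells brighter than vehicle mean plus two SD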
MT stabilize HCS cytotoxicity % = further read-out of MT stabilize HCS, marked with its call; toxicity, %; measured here: cytotoxicity by cell density;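 0% = mean cell density of plate MIN control wells and 100% = no cells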
Autophagy HCS cell loss 18 h = also measured in Autophagy HCS; calls as there; toxicity, %; measured here: cell loss, nuclei count;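 cell loss after 18 h compound exposure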
Numbers without * were called inactive; i = inactive; nt = no result given.

Preview:
SMILES | Yfh1-off respiration | Dynein transport | Dynein transport cytoplasmic EGFP | Dynein transport nuclear GR-EGFP | Dynein transport cell count | P. falciparum M17LAP | WT yeast gro inh | WT yeast gro inh mutant strain | P. falciparum M1AAP | MT stabilize HCS | MT stabilize HCS Hoechst-high % | MT stabilize HCS cytotoxicity % | T cell modulator | T cell modulator vesicle-bound % | Autophagy HCS | Autophagy HCS cell loss 18 h | b-catenin transl | b-catenin transl cell count 5 µM
FC(F)(F)c1cccc(NC(=S)N2CCCCCC2)c1 | i | 2.5 | -0.15 | 1.2 | -1.1 | -2% | 13 | 5 | -4% | 2.9 | 1.9 | 11 | i | 42 | i | -6 | -3.2 | 955
O=C(CC1(O)C(=O)Nc2ccccc21)c1cccc(Br)c1 (stereo unspecified) | i | 0.62 | -0.23 | 0.35 | -0.25 | 9% | 9 | -2 | 4% | 1.8 | 2.1 | 6.1 | i | 34 | i | 5 | 7.7 | 463

The listing, previewed entries included:
SMILES | Yfh1-off respiration | Dynein transport | Dynein transport cytoplasmic EGFP | Dynein transport nuclear GR-EGFP | Dynein transport cell count | P. falciparum M17LAP | WT yeast gro inh | WT yeast gro inh mutant strain | P. falciparum M1AAP | MT stabilize HCS | MT stabilize HCS Hoechst-high % | MT stabilize HCS cytotoxicity % | T cell modulator | T cell modulator vesicle-bound % | Autophagy HCS | Autophagy HCS cell loss 18 h | b-catenin transl | b-catenin transl cell count 5 µM
FC(F)(F)c1cccc(NC(=S)N2CCCCCC2)c1 | i | 2.5 | -0.15 | 1.2 | -1.1 | -2% | 13 | 5 | -4% | 2.9 | 1.9 | 11 | i | 42 | i | -6 | -3.2 | 955
O=C(CC1(O)C(=O)Nc2ccccc21)c1cccc(Br)c1 (stereo unspecified) | i | 0.62 | -0.23 | 0.35 | -0.25 | 9% | 9 | -2 | 4% | 1.8 | 2.1 | 6.1 | i | 34 | i | 5 | 7.7 | 463
COc1cccc(-c2cc(C(=O)N3CCN(c4ncccn4)CC3)c3ccccc3n2)c1 | nt | 0.038 | -0.15 | 0.22 | 0.6 | -11% | -3 | -34 | 11% | 4.5 | 2.6 | 2.1 | i | 23 | i | -5 | 0.6 | 1240
CCN(CC)C(=O)CN1C(=O)/C(=C/c2ccccc2)SC1=S | i | -0.79 | -0.26 | -0.0083 | 0.96 | 8% | nt | nt | 0% | nt | nt | nt | i | 34 | nt | nt | 1.8 | 1338
COc1cc(-c2nnc(COC(=O)c3c4c(nc5ccccc35)CCCC4)o2)cc(OC)c1OC | i | -0.11 | -0.17 | -0.45 | 0.08 | -2% | 9 | 2 | 4% | 1.2 | 1.4 | 10 | nt | nt | i | -1 | -0.3 | 1344
COC(=O)c1nnn(-c2nc(N(C)C)nc(N(C)C)n2)c1C | i | 0.31 | -0.34 | -0.19 | 0.57 | -3% | -3 | 1 | -2% | 3.2 | 2.2 | 5.6 | i | 30 | i | -2 | -2.0 | 1130
COc1ccc(CCNC(=O)c2nc3ncccn3n2)cc1OC | i | 2.2 | 0.008 | 1.5 | -2.3 | 1% | -2 | 10 | 5% | 3.0 | 2.3 | 13 | i | 4 | i | -3 | nt | nt
CCCCn1c2c(c3ccccc31)CCc1nonc1-2 | i | -0.81 | -0.13 | -0.24 | -0.38 | nt | 4 | 2 | nt | 8.0 | 1.4 | 6.8 | i | 52 | nt | nt | 0.5 | 1136
CCCn1c(SCC(N)=O)nnc1C(C)C | i | -0.44 | -0.34 | -0.11 | 0.13 | 3% | 41 | 4 | 9% | 4.8 | 2.9 | 6.4 | i | 33 | i | 13 | -4.0 | 930
Cc1cccc(N2CC(C(=O)Nc3ccc(S(=O)(=O)N4CCOCC4)cc3)CC2=O)c1 (stereo unspecified) | i | 0.15 | -0.12 | 0.31 | -1.5 | -11% | -6 | -18 | -3% | 2.5 | 2.3 | 6.1 | i | 52 | i | 11 | -0.5 | 1021
N#Cc1ccccc1Cn1c(-c2cscn2)nc2ccccc21 | i | 1 | -0.32 | 0.68 | -0.49 | 1% | 19 | 17 | 6% | 7.5 | 3.7 | 4.3 | i | 30 | i | -14 | 4.1 | 1066
COC(=O)c1sc2ncccc2c1OCc1c(Cl)cccc1Cl | i | -0.37 | -0.061 | -0.31 | 0.68 | -23% | -1 | 6 | 6% | 1.7 | 1.1 | 4.7 | i | 44 | i | 15 | 0.0 | 1469
COc1ccc(/C=N/NC(=O)CSc2nnc(C)n2-c2ccccc2)c(OC)c1OC | i | -0.49 | -0.19 | -0.35 | 0.066 | 6% | 16 | -2 | -4% | 2.5 | 2.6 | 9.6 | i | 52 | i | 3 | -0.2 | 1334
CCn1cc(C(=O)NNC(=O)c2ccc(Cl)cc2)c(=O)c2ccc(C)nc21 | i | 2.7 | -0.3 | 0.93 | -1.6 | 0% | -3 | 1 | -3% | 3.7 | 1.8 | 3.9 | i | 38 | i | 1 | 2.4 | 973
Cc1ccccc1C(=O)Nc1ccc(-c2nnc(SC(C)C(=O)O)n2C)cc1 (stereo unspecified) | i | 0.79 | -0.21 | 0.26 | -0.36 | 8% | nt | nt | 7% | nt | nt | nt | i | 37 | nt | nt | 0.0 | 1287
COc1cc(-n2c(=O)c3ccccc3n(CC(=O)c3ccc(F)cc3)c2=O)cc(OC)c1OC | i | 0.19 | -0.3 | -0.29 | -0.22 | 2% | -6 | 4 | 3% | 1.6 | 2.5 | 9.0 | i | 51 | i | -4 | -0.3 | 1104
c1cc2c(cc1C1CCCCC1)c1c3n2CCN=C3CCC1 | i | 2.1 | 8.2 | 3.4 | -2.4 | -11% | 93* | 91* | 10% | 3.1 | 2.5 | 4.0 | i | 20 | i | -6 | 16 | 887
CN(Cc1cccnc1)Cc1cn(C)nc1-c1cccc(Cl)c1 | i | 0.69 | -0.034 | 0.74 | -0.27 | -3% | 4 | -24 | 6% | i | nt | 100 | i | 22 | i | -5 | -0.2 | 1009
CCC(C)[C@@H](C(=O)N1CCNCC1)n1cc(CCCN=C(N)N)nn1 (stereo partly specified) | i | 0.62 | -0.16 | 0.72 | -0.92 | -3% | 4 | 9 | 3% | 3.1 | 1.9 | 6.4 | i | 39 | i | 2 | -0.6 | 1117
CN1CCc2c(c3c(n2C)CCN(C)[C@H]3c2ccccc2F)[C@@H]1c1ccccc1F | i | -1.2 | -0.16 | 0.11 | 0.66 | -5% | 12 | 19 | 2% | 2.3 | 1.3 | 8.0 | nt | nt | i | -30 | -0.7 | 1329
CC(=O)c1cccc(NC(=O)c2cccc(S(=O)(=O)N(C)C)c2)c1 | i | -0.016 | -0.15 | 0.34 | -1.5 | 1% | -11 | -5 | 9% | 2.5 | 1.7 | 8.5 | i | 45 | i | -11 | nt | nt
CCOc1cc(/C=C2/C(=N)N3OC(C)=CC3=NC2=O)ccc1OCCOc1ccccc1 | i | 1.5 | -0.094 | 0.65 | 0.26 | -9% | -6 | 8 | 0% | 2.9 | 2.0 | 0.7 | i | 50 | i | 2 | nt | nt
CCOc1cc(C)nc(N2CCCC(C(=O)NCc3ccccc3F)C2)n1 (stereo unspecified) | i | 2.4 | -0.18 | 0.78 | -1.4 | 6% | -2 | -4 | 2% | 2.6 | 1.2 | 1.9 | nt | nt | i | 2 | -3.9 | 1179
Cc1c(C(=O)NCCO)sc2nc3n(c(=O)c12)CCC3 | i | -0.22 | -0.077 | 0.13 | -1.5 | -5% | -14 | 1 | 5% | 6.3 | 2.9 | 4.3 | i | 54 | i | 18 | -1.8 | 954
Cc1c(NC(=O)c2nn3c(C(F)(F)F)cc(-c4ccccc4)nc3c2Br)c(=O)n(-c2ccccc2)n1C | i | -0.41 | -0.078 | -0.41 | 0.93 | 3% | -16 | -6 | 6% | 2.7 | 3.9 | 7.6 | i | 3 | i | 2 | nt | nt
C#CCOCCOCCOCCNc1nc(N2CCN(C(=O)Cn3cc(CCCCN)nn3)CC2)nc(N2CCN(C(=O)[C@H](C)n3cc(CCCN=C(N)N)nn3)CC2)n1 | i | 0.49 | -0.26 | 0.61 | 0.31 | 15% | -8 | -27 | 3% | 3.2 | 1.2 | 0.9 | nt | nt | i | -13 | nt | nt
CC(=O)NC1(C2CCCCC2=O)CCCCC1 (stereo unspecified) | i | -0.55 | -0.15 | 0.0098 | -0.15 | -3% | 2 | 10 | -2% | 6.3 | 2.1 | 3.4 | i | 5 | i | 2 | 0.0 | 1182
O=C(CCS(=O)(=O)c1cccs1)Nc1ccc(C(=O)NC2CCN(Cc3ccccc3)CC2)cc1 | i | -1.4 | -0.28 | -0.061 | 0.97 | 0% | 10 | 6 | 7% | 1.3 | 1.2 | 12 | i | 58 | i | 0 | -3.9 | 1047
COc1ccc2ccccc2c1CN1CCN(C)CC1 | i | -0.8 | -0.2 | -0.057 | 0.26 | 4% | -6 | 6 | 1% | 7.9 | 2.1 | 3.7 | i | 8 | i | -6 | nt | nt
N#Cc1nc(COc2ccccc2)oc1N1CCCC1 | nt | -0.42 | 0.27 | -0.094 | 0.22 | 2% | -21 | -6 | 0% | 3.8 | 3.6 | 13 | i | 40 | i | 20 | -1.0 | 861

Compounds were not picked by outcome. About 4.4% of those tested had a hit in this group.
